# Screens as filed in PubChem.
# GLD-1 TGE inh: GLD-1/TGE RNA complex disruptors, primary screen, biochemical, fluorescence polarization | Female germline-specific tumor suppressor gld-1 (Caenorhabditis elegans), Q17339 | purified GLD-1 + fluorescein TGE RNA | inhibition, % at 5.96 µM | 320,000 tested, 0.44% active | AID 2280, 2010;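 active = percent inhibition above a per-plate cutoff, the plate mean of test compounds plus 3 SD, cut at about 30% in these data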;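 note: 0% = DMSO wells with GLD-1 and probe and 100% = wells lacking GLD-1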
# PAD4 FP inh: human PAD4 inhibitors, primary screen, biochemical, fluorescence polarization, 1536-well format; Protein-arginine deiminase type-4 (Homo sapiens), Q9UM07; recombinant PAD4, RCA probe fluorescence polarization; inhibition, % at 6.36 µM; 330,000 tested, 0.41% active;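 active = percent inhibition above a cutoff equal to the mean of all tested compounds plus 3 SD, cut at about 15% in these data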;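 note: 0% = PAD4 with RCA probe and DMSO and 100% = probe without PAD4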
# Target sequence (Q9UM07 whole entry, looked up): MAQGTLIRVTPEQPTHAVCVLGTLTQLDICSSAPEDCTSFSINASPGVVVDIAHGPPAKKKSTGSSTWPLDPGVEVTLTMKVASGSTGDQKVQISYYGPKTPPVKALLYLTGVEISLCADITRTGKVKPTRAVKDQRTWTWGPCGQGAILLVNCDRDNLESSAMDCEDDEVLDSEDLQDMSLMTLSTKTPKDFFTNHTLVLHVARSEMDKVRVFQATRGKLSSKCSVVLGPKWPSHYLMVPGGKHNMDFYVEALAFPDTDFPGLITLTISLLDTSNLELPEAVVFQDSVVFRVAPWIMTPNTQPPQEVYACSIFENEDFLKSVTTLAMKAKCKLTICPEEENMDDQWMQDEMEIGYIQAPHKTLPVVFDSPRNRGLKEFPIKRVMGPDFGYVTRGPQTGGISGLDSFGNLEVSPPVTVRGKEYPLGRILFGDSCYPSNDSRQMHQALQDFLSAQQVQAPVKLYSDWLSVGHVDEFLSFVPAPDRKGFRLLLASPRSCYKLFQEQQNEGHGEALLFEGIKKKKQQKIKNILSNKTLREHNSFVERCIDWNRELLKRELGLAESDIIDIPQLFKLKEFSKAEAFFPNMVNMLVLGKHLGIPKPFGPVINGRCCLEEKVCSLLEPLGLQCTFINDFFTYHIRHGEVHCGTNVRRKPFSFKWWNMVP
# Numbers without * were called inactive.
cpd	canonical_smiles	GLD-1 TGE inh	PAD4 FP inh
1	CC1CCC2(CC1)NC(=O)N(CC(=O)NCc1ccc(Cl)cc1)C2=O (stereo not given)	5	-3
2	CC[C@]12c3[nH]c4ccccc4c3CCN1C(=O)C(CC(=O)NCCCOC)C[C@@H]2C(=O)N1CCN(C(=O)C2CC2)CC1 (stereo not given in full)	5	-1
3	COc1ccc(CCNC(=O)COC(=O)c2cnc(Cl)c(Cl)c2)cc1	5	-7
4	Cc1ccc(S(=O)(=O)N2CCN(C(=O)COC(=O)c3cc([N+](=O)[O-])ccc3NCCO)CC2)c(C)c1	4	0
5	COc1cc2cnc(CCO[C@H]3CCCCO3)cc2cc1OC	3	5
6	CCOC(=O)c1c(C)[nH]c(C)c1C(=O)COC(=O)c1cccs1	-7	0
7	CC1CN(S(=O)(=O)c2cc(C(=O)N(C)Cc3cccs3)ccc2Cl)CC(C)O1 (stereo not given)	-3	-3
8	O=C(COc1ccccc1F)Nc1nc(-c2ccccn2)cs1	1	4
9	Cc1ccc2c(c1)[C@H]1[C@H](CO2)[C@H](c2ccccc2)[C@]2(C)C(=O)N(Cc3ccco3)CC(=O)N12	2	-1
10	O=C1C(Cc2ccccc2)Nc2ncnc(N3CCCCC3)c2N1Cc1ccccc1 (stereo not given)	-5	-7
11	C=CCC[C@H](Cc1ccc(F)cc1)C(=O)OC[C@H](C)NC(=O)[C@H](CC=C)CC(=O)NCCO	4	-1
12	Cc1nn(CC(=O)N2CCN(C(=O)c3ccco3)CC2)c(C)c1[N+](=O)[O-]	-7	-1
13	CCOc1ccc(C(=O)OC(C)C(=O)N2CCN(Cc3ccccc3)CC2)cc1 (stereo not given)	0	1
14	O=C(COC(=O)/C=C/c1ccc([N+](=O)[O-])cc1)NNC(=O)c1ccccc1	-3	4
15	O=C(NCc1ccc2c(c1)OCO2)c1c(-c2ccccc2)sc2ccccc12	2	1
16	O=C(CCNS(=O)(=O)c1ccccc1)NNC(=O)c1cccc(Cl)c1	5	-5
17	Cc1ccc(S(=O)(=O)N(C)CC(=O)NNC(=O)CCS(=O)(=O)c2ccccc2)cc1	2	0
18	O=C(c1cccc(S(=O)(=O)N2CCCc3ccccc32)c1)N1CCN(c2ccccc2)CC1	9	2
19	Cc1ccc([C@H]2C(C(=O)O)=CC[C@@H](c3ccc(Cl)cc3)N2S(=O)(=O)c2ccc(C)cc2)cc1	4	-6
20	CN(C(=O)CSc1nc2ccccc2c(=O)n1-c1ccc(F)cc1F)C1CCS(=O)(=O)C1 (stereo not given)	-4	-5
21	O=C(COc1cccc(C(F)(F)F)c1)Nc1nnc(C2CC2)s1	0	1
22	CC(C)=CC(=O)Nc1cccc(S(=O)(=O)NC2=NCCCCC2)c1	-2	-3
23	COC(=O)C1=C(C)N(Cc2ccccc2)C(=NCc2ccccc2)N[C@H]1c1cccc(C(F)(F)F)c1	6	1
24	CCN(C(=O)COC(=O)c1ccco1)c1cccc2ccccc12	-3	2
25	NS(=O)(=O)c1ccc(CNC(=O)C2CCCN2C(=O)c2cccs2)cc1 (stereo not given)	6	2
26	C[C@H](CO)N1C[C@H](C)[C@@H](CN(C)C(=O)Nc2ccccc2)Oc2ccc(NC(=O)C3CC3)cc2C1=O	-7	-3
27	CN(Cc1ccccc1)C(=O)c1ccc(NC(=O)Cc2ccc([N+](=O)[O-])cc2)cc1	2	1
28	O=C(CC1C[C@H](C(=O)N2CCOCC2)[C@@]2(CCC3CCCC3)c3[nH]c4ccccc4c3CCN2C1=O)NCCC1=CCCCC1 (stereo not given in full)	0	0
29	CC1CCCN(S(=O)(=O)c2cccc(C(=O)OCC(=O)N(C)Cc3c(F)cccc3Cl)c2)C1 (stereo not given)	3	6
30	COc1ccc(NS(=O)(=O)c2ccc(C(=O)N(C)Cc3ccc(C)o3)cc2)cc1	2	-1
31	COc1ccccc1C(=O)CN1C(=O)NC2(CCCCCC2)C1=O	-3	-3
32	COC(=O)[C@]1(C)N[C@H](CN(C)S(=O)(=O)c2ccc(C)cc2)[C@@H]2C(=O)N(C)C(=O)[C@@H]21	1	-2
33	CC(=O)Nc1ccc(S(=O)(=O)NCC(=O)Nc2ccc3c(c2)OCO3)cc1	2	-2
34	Oc1cc(NCCN2CCOCC2)cc2cccnc12	27	31*
35	Cn1nc(C(=O)OCC(=O)c2ccccc2)c2ccccc2c1=O	-3	-1
36	O=C(CSc1nnc(CN2CCCC2)n1-c1ccccc1)c1ccc2c(c1)OCO2	-9	5
37	COc1cccc(NC(=O)COC(=O)c2sccc2C)c1	2	-8
38	Cc1cc(C)c(NC(=O)CN(C)CC(=O)Nc2cccc(S(=O)(=O)N(C)c3ccccc3)c2)c(C)c1	5	-5
39	Cc1cc(C(=O)CCC(=O)NCC(=O)Nc2c(C)cccc2C)c(C)s1	-4	-4
40	COc1cccc(NC(=O)COC(=O)C2CC2)c1	1	0
41	O=C(COC(=O)c1ccc2c(c1)OCCO2)NCCc1ccccc1	7	-4
42	CNC[C@H]1Oc2c(NS(=O)(=O)c3ccc(F)cc3)cccc2C(=O)N([C@H](C)CO)C[C@@H]1C	3	0
43	COc1cc(OC)cc(C(=O)Nc2ccc(C(=O)Nc3ccccc3OC)cc2)c1	-3	-3
44	COC(=O)c1ccc(C)c(NC(=O)Cn2c(C)csc2=O)c1	1	3
45	Cc1cccc(N2CN(S(=O)(=O)c3cccc([N+](=O)[O-])c3)c3nc4ccccc4nc32)c1	2	3
46	Cc1c(C(=O)NNC(=O)c2cccnc2)cccc1[N+](=O)[O-]	3	-1
47	CC(=O)Nc1ccc(C(=O)OCC(=O)Nc2c(C)n(C)n(-c3ccccc3)c2=O)cc1	-5	-5
48	O=C(CN1C(=O)NC(CCc2ccccc2)C1=O)Nc1ccccc1C(F)(F)F (stereo not given)	6	0
49	Cc1cc(C)cc(C(=O)NCC(=O)OCC(=O)NC2CCCc3ccccc32)c1 (stereo not given)	5	-1
50	O=C(CN1c2cccc3cccc(c23)S1(=O)=O)Nc1ccc(F)c(F)c1F	5	3
51	C[C@H](CO)N1C[C@H](C)[C@@H](CN(C)Cc2ccccc2)Oc2c(NS(=O)(=O)c3ccccc3)cccc2C1=O	5	-5
52	COc1ccccc1CNC(=O)CN1C(=O)NC(c2ccccc2)(c2ccccc2)C1=O	-4	3
53	Cc1ccc(NC(=O)COC(=O)Cn2nc(-c3ccc(F)cc3)oc2=O)cc1C	8	-3
54	Cc1nc(SCC(=O)NCc2ccc3c(c2)OCO3)nc(C)c1C	4	1
55	CN(CC(=O)Nc1ccc(F)cc1)C(=O)Cn1cnc2ccc([N+](=O)[O-])cc2c1=O	-3	3
56	Cc1noc(C)c1C(=O)OCC(=O)Nc1ncc(Cl)c(C)c1Cl	2	1
57	O=C1CCC/C=C\C[C@@H](CC(=O)N(CCO)Cc2ccccc2)C(=O)N[C@H](Cc2c[nH]c3ccccc23)CO1	0	-5
58	CCOc1ncccc1C(=O)N(CCC(C)C)c1c(N)n(Cc2ccccc2)c(=O)[nH]c1=O	4	1
59	O=C(COC(=O)c1cccc(C(F)(F)F)c1)NC(=O)NC1CCCC1	2	0
60	C[C@H](CO)N1C[C@H](C)[C@H](CN(C)S(=O)(=O)c2ccccc2)Oc2ccc(NC(=O)NC3CCCCC3)cc2CC1=O	8	-3

# Next part:
cpd	canonical_smiles	GLD-1 TGE inh	PAD4 FP inh
61	COc1ccc(-c2oc(=O)c3cc(OC)c(OC)cc3c2C#CCCO)cc1	5	-2
62	CCCCCCCC(=O)C(C)C(=O)N(C)[C@H](Cc1ccc(OC)cc1)C(=O)N(C)[C@H](C(N)=O)C(C)C (stereo not given in full)	3	-3
63	NS(=O)(=O)c1ccc(N2CCN(C(=O)c3ccco3)CC2)nc1	1	-5
64	CC(C)(C)N(Cc1ccccc1)C(=O)COC(=O)c1ccc2ccccc2n1	4	-5
65	COC(=O)c1ccc(COC(=O)C2CCN(S(=O)(=O)c3ccccc3C(=O)OC)CC2)cc1	6	-4
66	CCOc1ccc(S(=O)(=O)/N=C(/Nc2ccc(C(C)=O)cc2)c2ccccc2)cc1	3	-5
67	Cc1ccc(S(=O)(=O)N2CCN(C(=O)CCC(=O)Nc3ccc(F)cc3F)CC2)cc1	4	-1
68	Cc1ccc(NC(=O)CSc2nc3ccccc3c(=O)[nH]2)cc1[N+](=O)[O-]	1	3
69	O=C(NCCCn1ccnc1)c1ccc(-c2cccc(Cl)c2Cl)o1	7	-1
70	Cc1cnc(NC(=O)Cc2ccc(S(=O)(=O)N3CCOCC3)s2)s1	48*	0
71	O=C(COc1ccc2c(-c3ccccc3)cc(=O)oc2c1)NC(Cc1c[nH]c2ccccc12)C(=O)O (stereo not given)	8	-3
72	C[C@@H]1COC(=O)[C@@H](CC(=O)OC(C)(C)C)C/C=C\C[C@@H](CC(=O)N[C@@H](CO)Cc2ccccc2)C(=O)N1	5	-3
73	CCOC(=O)N1CCN(C(=S)NC(=O)c2cccc(OC)c2)CC1	6	-1
74	O=C(COC(=O)c1cc(=O)[nH]c2ccccc12)NCc1ccccc1Cl	-2	-3
75	CCN1C(=NCCCOC(C)C)N[C@@H](CCc2ccccc2)[C@H](C(=O)NCCCOC(C)C)[C@H]1C	24	-7
76	CCN1C[C@@H]2[C@@H]3C(=O)N(Cc4ccccc4)C(=O)[C@@H]3[C@](CC)(C1=O)N2C(=O)c1ccc(C(F)(F)F)cc1	3	-1
77	O=C(Nc1cccc(S(=O)(=O)N2CCOCC2)c1)c1cc(=O)[nH]c2ccccc12	4	2
78	NS(=O)(=O)c1ccc(NC(=O)c2ccc(OCC3CCCO3)cc2)cc1 (stereo not given)	2	-1
79	O=C(COC(=O)c1ccc(F)c(S(=O)(=O)N2CCOCC2)c1)NCc1ccc(F)cc1	-4	2
80	COc1cc(C(=O)NCC(=O)Nc2c(C)cccc2C)ccc1OCC(=O)N1CCOCC1	2	2
81	Cc1ccc(NS(=O)(=O)c2ccc(C)c(NC(=S)NCCN3CCOCC3)c2)c(C)c1	0	-3
82	CCOC(=O)CCCCCC(=O)Nc1ccc2c(c1)C(=O)N([C@H](C)CO)C[C@@H](C)[C@H](CN(C)Cc1ccc3c(c1)OCO3)O2	1	1
83	COc1ccc(NS(=O)(=O)c2cc(N=Nc3c(O)[nH]c(=O)[nH]c3=O)ccc2Cl)cc1	4	-4
84	O=S(=O)(c1cccc(Cl)c1)N1CCN(S(=O)(=O)c2ccc3c(c2)OCCO3)CC1	9	-2
85	O=C(c1cc(Cl)ccc1O)N1CCN(S(=O)(=O)Cc2ccccc2)CC1	5	0
86	COc1ccc(NS(=O)(=O)c2ccc(Cl)c(NC(=O)c3ccccc3F)c2)cc1	9	-2
87	COc1ccc(NC(=O)N(C)C[C@H]2Oc3c(NC(=O)c4ccncc4)cccc3C(=O)N([C@H](C)CO)C[C@@H]2C)cc1	2	2
88	COc1ccc(NC(=O)Nc2cccc3c2O[C@@H](CN(C)S(=O)(=O)c2cn(C)cn2)[C@@H](C)CN([C@H](C)CO)C3=O)cc1	-1	0
89	COC(=O)CCC(=O)OC	1	-6
90	CCc1nnc(SCC(=O)Nc2ccc3ccccc3c2)n1N	0	3
91	O=C(CSc1n[nH]c(-c2ccc(Br)cc2)n1)N1CCOCC1	-3	-3
92	COc1ccc(-c2sc3cc4c(cc3c2-c2ccc(OCCN3CCOCC3)cc2)OCO4)cc1	2	3
93	COc1ccc(CCNC(=O)COC(=O)C2CC2)cc1OC	1	-2
94	Cc1cc(Br)c(NC(=O)COC(=O)C2CCCCC2)c(Br)c1	-1	-4
95	COC(=O)[C@]1(C)N[C@H](CN(C)C(=O)C2CCCCC2)[C@@H]2C(=O)N(Cc3ccccc3)C(=O)[C@@H]21	5	-2
96	COc1cccc(CNC(=O)COC(=O)c2c(NC(C)=O)sc(C)c2C)c1	3	0
97	Cc1ccc(NC(=O)CN(C)C(=O)COC(=O)[C@@H](NC(=O)c2ccccc2F)C(C)C)cc1	9	0
98	COC(=O)[C@@H](Cc1ccccc1)NC(=O)Cn1cnc2c(SC)nc(N)nc21	-1	0
99	Nc1c(C(=O)OCC(=O)Nc2ccccc2Br)[nH]c(=O)[nH]c1=O	39*	-10
100	Cc1ccc(S(=O)(=O)N(C)C[C@@H]2Oc3ccc(NC(=O)CCC(F)(F)F)cc3CC(=O)N([C@@H](C)CO)C[C@@H]2C)cc1	2	3
101	CC12CCC(=O)N1C(C(=O)N1CCN(c3ccc([N+](=O)[O-])cc3)CC1)CS2 (stereo not given)	2	-2
102	COc1cc(/C=C/C(=O)O)cc(S(=O)(=O)NNC(=O)c2ccc3c(c2)OCO3)c1OC	-3	4
103	O=C(/C=C/c1cccc(F)c1)OCC(=O)N1CCc2ccccc21	1	3
104	O=C(C[C@@H]1C/C=C\CCC(=O)OC[C@@H]2CCCN2C1=O)NCCO	1	-7

# Whole records as entered above. Values in the order: GLD-1 TGE inh | PAD4 FP inh
# COc1cccc(NC(=O)COC(=O)C2CC2)c1 in the list: 1 | 0
# CN(Cc1ccccc1)C(=O)c1ccc(NC(=O)Cc2ccc([N+](=O)[O-])cc2)cc1 in the list: 2 | 1
# CC1CCCN(S(=O)(=O)c2cccc(C(=O)OCC(=O)N(C)Cc3c(F)cccc3Cl)c2)C1 (stereo not given) in the list: 3 | 6
# COc1ccccc1CNC(=O)CN1C(=O)NC(c2ccccc2)(c2ccccc2)C1=O in the list: -4 | 3
# COc1cccc(CNC(=O)COC(=O)c2c(NC(C)=O)sc(C)c2C)c1 in the list: 3 | 0

# A portion of the library (hit frequency here may not be typical).
